# Screening data from PubChem BioAssay.
# CHT PAM: allosterically activates the human high affinity choline transporter; 310,000 compounds, 0.49% hits; CHT-expressing cells, membrane potential dye, choline EC20; hits give high values; LV-AA mutant CHT in HEK293 cells; B-score at 10 µM; Q9GZV3; AID 488977;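 active = initial fluorescence not abnormally high and integrated response B-score, plate-corrected, over 3 SD above library mean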
# Target sequence (Q9GZV3 whole entry, looked up): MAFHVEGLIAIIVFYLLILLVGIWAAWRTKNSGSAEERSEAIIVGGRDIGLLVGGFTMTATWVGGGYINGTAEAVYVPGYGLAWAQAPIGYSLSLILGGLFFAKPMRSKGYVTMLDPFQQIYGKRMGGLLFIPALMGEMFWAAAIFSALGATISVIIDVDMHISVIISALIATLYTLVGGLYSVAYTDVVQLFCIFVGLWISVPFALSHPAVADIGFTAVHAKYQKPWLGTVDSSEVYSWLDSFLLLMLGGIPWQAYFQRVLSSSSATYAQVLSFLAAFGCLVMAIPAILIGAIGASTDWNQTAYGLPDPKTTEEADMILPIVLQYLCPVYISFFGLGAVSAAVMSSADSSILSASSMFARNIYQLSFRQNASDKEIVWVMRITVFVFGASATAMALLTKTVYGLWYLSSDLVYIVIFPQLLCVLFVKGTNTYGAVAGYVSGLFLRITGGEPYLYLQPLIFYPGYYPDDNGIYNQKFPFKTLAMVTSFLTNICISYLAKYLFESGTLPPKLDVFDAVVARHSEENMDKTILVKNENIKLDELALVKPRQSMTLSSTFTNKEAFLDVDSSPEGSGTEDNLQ
# OX1R antag: antagonists of human orexin 1 receptor; O43613; CHO/OX1R cells, Fluo-8 calcium fluorescence, orexin A; inhibition, % at 5 µM; 330,000 compounds, 0.43% hits;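 active = inhibition above its plate's threshold, mean inhibition of all tested compounds on the plate plus 3 SD, cut at about 37% in these data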;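 also: 0% = orexin A challenge wells and 100% = SB-334867-A antagonist wells; not every result past the cut was called active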
# Target sequence (O43613 whole entry, looked up): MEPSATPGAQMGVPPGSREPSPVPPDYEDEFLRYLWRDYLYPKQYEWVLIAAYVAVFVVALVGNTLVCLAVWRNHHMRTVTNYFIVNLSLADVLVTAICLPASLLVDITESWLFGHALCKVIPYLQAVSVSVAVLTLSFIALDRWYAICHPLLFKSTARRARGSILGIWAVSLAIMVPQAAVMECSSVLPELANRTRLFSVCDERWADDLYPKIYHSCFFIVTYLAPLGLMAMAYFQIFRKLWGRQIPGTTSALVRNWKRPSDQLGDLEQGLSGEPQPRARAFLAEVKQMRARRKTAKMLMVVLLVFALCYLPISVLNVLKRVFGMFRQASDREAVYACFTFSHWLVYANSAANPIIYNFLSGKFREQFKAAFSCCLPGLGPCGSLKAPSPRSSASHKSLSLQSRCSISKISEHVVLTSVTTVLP
# * hit, by the source's call; i = inactive; · = not tested or not shown. Not a hit list; any-hit rate near 0.83%.
SMILES,CHT PAM,OX1R antag
CCOC(=O)c1cc(-c2ccccc2)sc1NC(=O)CSc1nnc(N)s1,i,-18
Cc1c(CN(C)Cc2cn(C)nc2-c2ccccc2F)[nH]c2ccccc12,i,-20
O=c1oc2c(O)cccc2cc1-c1nc2ccccc2[nH]1,i,·
CC1(C)CC(=O)C=C(c2cccc(Br)c2)C1,·,-11
O=C(Nc1ccc(NC(=O)c2cccs2)cc1)c1ccco1,i,-12
CCN1C(=O)/C(=C\c2nc3ccccc3c(=O)n2-c2ccccc2)c2ccccc21,i,-22
Cc1ccccc1Cc1c(C)nc2c(C(=O)NCc3ccco3)cnn2c1C,i,-24
CCc1noc(C)c1C(=O)Nc1ccccc1N1CCOCC1,i,-23
S=c1[nH]nc(C2CCCCC2)n1/N=C/c1ccccc1Br,i,-8
Cc1cc(C)cc(NS(=O)(=O)c2ccc3[nH]c(=O)ccc3c2)c1,i,·
COc1ccc2cc(-c3nc4ccccc4n3C)c(=O)oc2c1,i,-7
CCCC(=O)N1CCN(c2ccc(NC(=O)c3ccc(Br)o3)cc2)CC1,i,-17
CCC(=O)N(Cc1cc(=O)[nH]c2ccccc12)c1ccc(C)cc1C,i,-19
N#Cc1ccc(OCC(=O)NCCN2CCOCC2)cc1,·,-5
Cn1c(N)c(C(=O)COC(=O)CCOc2ccc(C(C)(C)C)cc2)c(=O)n(C)c1=O,i,-26
O=C(NN1C(=O)C2C3C=CC([C@H]4CC34)[C@@H]2C1=O)c1ccc(Br)cc1 (some centres not stated),i,-24
O=S(=O)(c1ccc(Cl)c(C(F)(F)F)c1)N1CCN(CC(O)COc2ccccc2F)CC1 (configuration not stated),i,-26
Cc1nn(C)c(C)c1/C=C/C(=O)O,i,-14
CN(Cc1ccccc1F)C(=O)c1ccccc1Sc1ccccc1C#N,i,-21
Cc1nn(-c2ccccc2)c(C)c1C(=O)OCC(=O)N(C)c1c(N)n(Cc2ccccc2)c(=O)[nH]c1=O,i,-25
Cc1cc(Br)ccc1S(=O)(=O)NCc1ccccc1,i,1
COc1ccc(-c2cc(=O)oc3c(C)c(OC(C)C(=O)NCc4ccccn4)ccc23)cc1 (configuration not stated),i,-44
Cc1ccc(-c2cn3c(n2)CCCC3)cc1,i,-7
Cc1nc2sccn2c(=O)c1S(=O)(=O)Nc1ccc(N2CCN(C)CC2)cc1,i,0
O=C1CN(C(=O)COC(=O)Cc2ccsc2)c2ccccc2N1,i,-7
COc1cccc(N2C(=NC(=O)C3CCCO3)SC3CS(=O)(=O)CC32)c1 (configuration not stated),i,-4
COc1ccc(C2C(C(=O)N3CCOCC3)c3ccccc3C(=O)N2c2ccc(OC)cc2)cc1 (configuration not stated),i,-34
Cc1ccc(NC2=C(Cl)C(=O)OC2NC(=O)c2ccccc2)cc1 (configuration not stated),i,-6
COc1c(C)cc(C(=O)C2CCCN(C(=O)c3cccc(F)c3)C2)cc1C (configuration not stated),i,9
CC(C)CC(=O)Nc1sc2c(c1C(=O)O)CCCCC2,i,-7
Cc1cccc(OCC(=O)OCC(=O)c2c(N)n(C)c(=O)n(C)c2=O)c1C,i,0
O=c1c2[nH]c3ccccc3c2ncn1CCN1CCNCC1,i,-23
COc1ccc(NS(=O)(=O)c2cc(NC(=O)c3nc4nc(C)cc(C)n4n3)ccc2C)cc1,i,-8
CCCC(=O)Nc1nnc(SCC(=O)Nc2nc(C)cs2)s1,i,-5
COc1cc2c(c(OC)c1OC)-c1c(cc3c(c1OC)OCO3)C1OC2[C@@H](C)[C@H]1C (some centres not stated),i,-25
Cc1ccc(NC(=O)COC(=O)/C=C/c2cccs2)c(C)c1,i,-2
COc1ccc(-c2nnn(CC(=O)N(CCO)C(C(=O)NC3CCCC3)c3ccncc3)n2)cc1 (configuration not stated),i,-4
Cc1oc2c(c1C(=O)O)C(=O)c1ccccc1C2=O,i,0
Cc1nn2c(-c3cccc(NC(=O)CN4CCOCC4)c3)nnc2c2ccccc12,i,-10
COc1ccc([C@@H]2Sc3ccccc3N(CCN(C)C)C(=O)[C@@H]2OC(C)=O)cc1,i,-24
CC(C)CCNC(=O)c1ccccc1NC(=O)C1=CSCCO1,i,-16
O=C(O)CSc1nc(-c2ccccc2)nc2c1oc1ccccc12,i,-10
O=S(=O)(NCc1csc(-c2cccnc2)n1)c1ccc(F)cc1,i,-14
O=C(O)C(O)Cc1c[nH]c2ccccc12 (configuration not stated),i,-2
CC(NC(=O)c1ccc(-c2cc(C(F)(F)F)ccc2Cl)o1)c1ccccc1 (configuration not stated),i,-29
O=C(CSc1ccc(-c2cccs2)nn1)N1CCCCC1,i,-16
Cc1cccc(NC(=O)NC2CCCCCCC2)c1C,i,·
O=C(COC(=O)c1cnccn1)c1ccc2c(c1)CCCC2,i,-9
Cn1c(N)c(C(=O)CSc2nnnn2-c2ccccc2)c(=O)n(C)c1=O,i,-1
O=C(NNC(=S)NC(=O)c1ccco1)c1ccc(NC(=O)c2ccccc2)cc1,i,-35
CCCn1c(SCC(=O)NC(C)C)nc2sc3c(c2c1=O)CCC3,i,-18
CCOc1ccccc1CNC(=O)c1ccc(NC(=O)C2=CSCCO2)cc1,i,-21
Cc1ccc(-c2nn(-c3ccccc3)cc2/C=N/n2c(-c3cccs3)n[nH]c2=S)cc1,i,-21
CCOC(=O)C1=C(C)C(c2ccc(OC)cc2OC)NC(=O)N1 (configuration not stated),i,-16
O=c1c2ccccc2nc(-c2ccc(Br)cc2)n1Cc1ccccc1,i,-9
Cc1ccc(S(=O)(=O)N(C)C)cc1-n1c(SCC(=O)Nc2ccc(F)c(F)c2F)nc2ccccc2c1=O,i,-33
CCN(C(=O)CSc1nc2ccccc2n1CCc1ccccc1)C1CCS(=O)(=O)C1 (configuration not stated),i,-14
COc1ccc(CNC(=O)C(c2ccc(O)cc2)N(Cc2ccco2)C(=O)c2snc(C(N)=O)c2N)cc1 (configuration not stated),i,-1
Cc1cc(C)n2nc(SCc3cc(=O)oc4cc(O)ccc34)nc2n1,i,-20
CC(=O)NCCCc1nc2ccccc2n1Cc1ccc(C)cc1,i,-6

# Three compounds already listed, sorted by their value in OX1R antag, rising.
Structure	OX1R antag
CC(C)CCNC(=O)c1ccccc1NC(=O)C1=CSCCO1	-16
O=S(=O)(NCc1csc(-c2cccnc2)n1)c1ccc(F)cc1	-14
O=C(COC(=O)c1cnccn1)c1ccc2c(c1)CCCC2	-9

# Remaining list, next part.
SMILES,CHT PAM,OX1R antag
Cn1c(C(=O)NCc2cccs2)cc2oc3ccccc3c21,i,-1
Cc1onc(-c2ccccc2Cl)c1C(O)c1ccc(F)cc1 (configuration not stated),i,-13
Cc1ccsc1/C=C/c1ccc2cccc(O)c2n1,i,-1
O=C(Cc1cccs1)NNC(=S)NCc1ccco1,i,2
O=C(COC(=O)c1ccco1)NCCc1ccc(Cl)cc1,·,-6
Cc1ccc(S(=O)(=O)NCc2ccco2)cc1C,i,10
CN(CCOCCOc1ccc2ccccc2c1)Cc1ccccc1,i,-9
COCc1c(C(=O)OCC(=O)N2c3ccccc3CC2C)oc2ccccc12 (configuration not stated),i,-21
Cc1csc(Nc2ccccc2)[n+]1-c1ccccc1,i,-8
CCC(=O)c1ccc(OCC(O)Cn2cnc3ccccc32)cc1 (configuration not stated),i,-22
Cc1cc(C(C)(C)C)cc(C)c1CCNC(=O)c1ccc[n+]([O-])c1,i,-15
O=C(CSc1ccc(-c2ccccn2)nn1)NCc1ccc(F)cc1,i,-12
CCc1c(C)nc(SCC(=O)CC(=O)OC(C)C)c(C#N)c1C,i,-28
COC(=O)c1ccc(C23CC4(C2)[C@H](CN(CC2CCCCC2)[C@@H]4c2ccccc2)C3c2ccc(Cl)nc2)cc1 (some centres not stated),i,-30
Cc1cccc(NC(=O)CC2C(=O)NCCN2C(=S)Nc2ccccc2)c1 (configuration not stated),i,10
COc1cccc(-c2sc3ccccc3c2-c2ccc(OCCN(C)C)cc2)c1,·,54
CCc1ccc(NC(=O)CSc2nc3cc(C(=O)OC)ccc3c(=O)n2CC2CCCO2)cc1 (configuration not stated),i,-19
NC(=O)c1ccc(NC(=O)Cc2csc(-c3ccccc3)n2)cc1,i,1
Cc1nc2ccccn2c1C(=O)N/N=C/c1ccc2c(c1)OCO2,i,-8
CCc1cccc(NS(=O)(=O)c2ccc3c(c2)NC(=O)CC(=O)N3)c1,i,-20
O=C(O)c1ccc(-c2ccccc2)[nH]1,i,-4
CSCC[C@H](NC(=O)NCc1ccccc1F)C(=O)O,i,-19
Cc1cc(C)cc(NC(=O)C(OC(=O)c2ccc(NC(=O)CC#N)cc2)c2ccccc2)c1 (configuration not stated),i,12
COc1cc(C(=O)Nc2ccc(C(=O)O)cc2)ccc1OC(C)=O,i,-15
CCN(CC(=O)NCc1ccc(Cl)cc1)C(=O)CNS(=O)(=O)c1ccc(NC(C)=O)cc1,i,3
COc1cccc(C(=O)C2CN(c3ccccc3)CC2c2ccc(Cl)cc2)c1 (configuration not stated),i,-28
O=C(Nc1ccc(F)c(F)c1)c1cccnc1,i,3
CCOC(=O)c1sc(NNC(=O)c2ccc(F)cc2)nc1C,i,-7
COCCNc1nc(-n2nc(C)cc2C)nc2sc3c(c12)CCCC3,i,-21
Cc1ccc(S(=O)(=O)Nc2ccc3ncccc3c2)cc1,i,8
CC(=O)n1c(=O)oc2ccccc21,i,-8
CCOc1ccc(CCNC(=O)C(C)n2nc(C)c3c(C)n(-c4ccccc4)nc3c2=O)cc1 (configuration not stated),i,-32
Brc1ccc(OCCCCCN2CCOCC2)cc1,i,-17
COc1ccc(-n2nnnc2SCC(=O)c2ccc(OC)c(OC)c2)cc1,i,-10
Cc1ccccc1NC1=NC2(CCCC2)N=C(N)N1,i,-10
O=C(Cc1ccccc1)Nc1ccc(NC(=O)c2ccco2)cc1,i,0
CCn1ncc(Br)c1C(=O)Nc1cccc(C(C)=O)c1,i,2
Cc1cccc(CCNC(=O)CCS(=O)(=O)c2ccc3nc(C)sc3c2)c1,i,-18
CC(C)CN1CCN(Cc2nc(C(C)C)cs2)CC1CCO (configuration not stated),i,-23
CCN(CC)CCn1c(NCc2cc(OC)ccc2OC)nc2ccccc21,i,-29

# 17 compounds out of the list, ordered by SMILES length, smallest number first.
SMILES,CHT PAM,OX1R antag
CC(=O)n1c(=O)oc2ccccc21,i,-8
Brc1ccc(OCCCCCN2CCOCC2)cc1,i,-17
O=C(O)c1ccc(-c2ccccc2)[nH]1,i,-4
O=C(Nc1ccc(F)c(F)c1)c1cccnc1,i,3
Cc1ccccc1NC1=NC2(CCCC2)N=C(N)N1,i,-10
CC(C)CN1CCN(Cc2nc(C(C)C)cs2)CC1CCO (configuration not stated),i,-23
Cc1ccc(S(=O)(=O)Nc2ccc3ncccc3c2)cc1,i,8
CCOC(=O)c1sc(NNC(=O)c2ccc(F)cc2)nc1C,i,-7
O=C(Cc1ccccc1)Nc1ccc(NC(=O)c2ccco2)cc1,i,0
CCN(CC)CCn1c(NCc2cc(OC)ccc2OC)nc2ccccc21,i,-29
NC(=O)c1ccc(NC(=O)Cc2csc(-c3ccccc3)n2)cc1,i,1
COc1ccc(-n2nnnc2SCC(=O)c2ccc(OC)c(OC)c2)cc1,i,-10
Cc1cccc(CCNC(=O)CCS(=O)(=O)c2ccc3nc(C)sc3c2)c1,i,-18
CCc1cccc(NS(=O)(=O)c2ccc3c(c2)NC(=O)CC(=O)N3)c1,i,-20
CCc1ccc(NC(=O)CSc2nc3cc(C(=O)OC)ccc3c(=O)n2CC2CCCO2)cc1 (configuration not stated),i,-19
Cc1cc(C)cc(NC(=O)C(OC(=O)c2ccc(NC(=O)CC#N)cc2)c2ccccc2)c1 (configuration not stated),i,12
CCN(CC(=O)NCc1ccc(Cl)cc1)C(=O)CNS(=O)(=O)c1ccc(NC(C)=O)cc1,i,3

# Additional structures
SMILES,CHT PAM,OX1R antag
O=C1CN(CC(=O)N2CCCCC2)c2ccccc2O1,i,-34
Cc1ccccc1-c1nc(CS(=O)(=O)CC(=O)NC2CC2)c(C)o1,i,-21
CCCc1ccc(C2C3=C(CC(C)(C)CC3=O)NC3=C2C(=O)c2ccccc23)cc1 (configuration not stated),i,66*
CC(=O)Nc1cccc2c1C(=O)N(c1cccc(OC(C)=O)c1)C2=O,i,-1
O=C(O)CC1S/C(=N/N=C/C2CC=CCC2)NC1=O (configuration not stated),i,-8
O=c1ccc(-c2nc3ccccc3n2Cc2ccccc2Cl)c[nH]1,i,-22
CCNC(=S)NCc1ccco1,i,8
O=C(NC1CCCCC1)c1ccc(Cn2cc(Br)cn2)o1,i,-26
COc1ccc(CC(=O)Nc2ccc(N3CCCCC3)cc2)cc1,i,-4
O=C(NCCc1ccc(F)cc1)c1ccc(Cl)c(S(=O)(=O)N2CCOCC2)c1,·,6
CC(=O)c1ccc(N(CC(=O)NC2CCCCC2)C(=O)CNC(=O)c2ccco2)cc1,i,6
COCC(C)n1c(SCC(=O)NC(=O)NC2CCCC2)nc2ccccc2c1=O (configuration not stated),·,-15
Cc1ccccc1CNC(=O)CCNS(=O)(=O)c1ccc(OC(F)(F)F)cc1,·,-14
CC(C)CC(=O)Nc1cc([N+](=O)[O-])ccc1Cl,i,-16
CCc1nnc(NC(=O)CCC(=O)NC2CCCc3ccccc32)s1 (configuration not stated),i,-12
CCCCCC(=O)C(=O)c1ccc(O)cc1O,i,-5
COc1ccccc1OCCC(=O)OCC(=O)Nc1cc(S(=O)(=O)N2CCOCC2)ccc1Cl,i,-36
COc1ccc(NC(=O)CNS(=O)(=O)c2ccc(Cl)cc2)cc1,i,-25
O=C(COc1ccc(Br)cc1Br)NC(=S)N1CCCc2ccccc21,i,-12
CCCC(=O)c1cc2cc(Cl)ccc2oc1=O,i,-17
